Screens from PubChem BioAssay.
EBV LMP1 NFkB = inhibitors of Epstein-Barr LMP1-induced NF-kappaB reporter. LMP1-induced NF-kappaB luciferase reporter cells, luminescence. inhibition, % at 12.5 µM. 0.69% of 350,000 active; in the data active = inhibition above about 41%;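 also: 0% = neutral control wells and 100% = reference inhibitor control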
MC4R antag cAMP = antagonists of human melanocortin 4 receptor (MC4R); AID 540295; MC4R-expressing cells, MTII-stimulated cAMP, LANCE TR-FRET; P32245; 0.48% of 360,000 active; inhibition, % at 6.5 µM;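 active = inhibition above its plate's cutoff, the mean of tested wells on that plate plus 3 SD, cut at about 29% in these data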;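 also: 0% = Melanotan II alone and 100% = Melanotan II plus saturating MCL0020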
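material = U2OS cells stably expressing human melanocortin 4 receptor (MC4R) | also added = Melanotan II challenge | dosing = single nominal compound dose of 6.5 µM | detection = TR-FRET with Eu-cAMP and labeled anti-cAMP, 671 nm | replication = singlicate | timing = compound 30 min, challenge 1 h, detection 1 h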
LRH-1 inv ag = NR5A2 inverse agonism in reporter assay; 0.13% of 360,000 active; HEK293T StAR-luciferase reporter, LRH-1 transfected, 24 h; O00482; inhibition, % at 3.6 µM;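 active = inhibition above the mean inhibition of all tested compounds plus 3 SD, cut at about 73% in these data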;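 also: 0% = DMSO wells and 100% = reporter-only cells lacking LRH-1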
Target sequence (O00482 whole entry, looked up): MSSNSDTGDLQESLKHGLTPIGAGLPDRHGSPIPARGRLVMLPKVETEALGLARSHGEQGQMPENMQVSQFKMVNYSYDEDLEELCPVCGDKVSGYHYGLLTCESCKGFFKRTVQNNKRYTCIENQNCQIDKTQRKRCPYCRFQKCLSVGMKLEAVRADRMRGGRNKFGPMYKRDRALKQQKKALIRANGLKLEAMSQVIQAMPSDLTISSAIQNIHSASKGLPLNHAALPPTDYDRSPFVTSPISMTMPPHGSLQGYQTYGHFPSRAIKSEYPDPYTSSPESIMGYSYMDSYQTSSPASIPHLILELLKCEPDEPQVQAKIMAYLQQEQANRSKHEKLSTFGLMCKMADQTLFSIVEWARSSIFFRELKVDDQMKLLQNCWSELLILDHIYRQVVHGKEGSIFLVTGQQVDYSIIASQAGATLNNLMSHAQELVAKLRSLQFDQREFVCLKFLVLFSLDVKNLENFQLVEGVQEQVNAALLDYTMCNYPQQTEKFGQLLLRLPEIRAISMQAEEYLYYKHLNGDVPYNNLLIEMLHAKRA
MC4R ag barr = human MC4R agonism via beta-arrestin. P32245. U2OS MC4R beta-arrestin complementation, luminescence; percent of melanotan II response, DMSO zero. activation, % at 8.9 µM. 0.98% of 360,000 active. AID 540308;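 active = activation above a per-plate cutoff, the mean activation of sample wells on that plate plus 3 SD, cut at about 8% in these data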
NCOA3 inh = human NCOA3 inhibition; Q9Y6Q9; HEK293 GAL4-SRC3 luciferase reporter, luminescence; inhibition, % at 3.6 µM; 0.17% of 360,000 active;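 active = inhibition above a per-campaign cutoff, the mean of all compounds plus 3 SD, cut at about 60% in these data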;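 also: 0% = DMSO-treated cells and 100% = gossypol-treated cells at 36 µM; higher means less SRC3-driven luciferase light from the GAL4 reporter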
NCOA2 inhibitor = inhibits human steroid receptor coactivator 2. HEK293 GAL4-SRC2 luciferase reporter, luminescence. inhibition, % at 9 µM. 0.17% of 370,000 active. AID 651957;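 active = inhibition above the mean inhibition of all tested compounds plus 3 SD, set per campaign, cut at about 52% in these data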;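 also: 0% = DMSO treated cells and 100% = cells given Gossypol at 36 µM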
ABHD5-PLIN5 inh = ABHD5-PLIN5 protein interaction inhibition; Q00G26+Q8WTS1; Split G. princeps luciferase complementation, luminescence, 4 h; inhibition, % at 4 µM; 0.78% of 360,000 active;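 active = inhibition above the mean inhibition across every tested compound plus 3 SD, cut at about 22% in these data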;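 also: 0% = DMSO only wells and the 100% control is not disclosed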
NR2F2 inh = NR2F2 (human) inhibition, primary screen; HEK293T NGFI-A luciferase reporter, luminescence; inhibition, % at 8.6 µM; 0.7% of 370,000 active;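 active = inhibition above a per-plate cutoff, mean inhibition of test wells between control levels plus 3 SD, cut at about 38% in these data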;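 also: cells cotransfected with COUP-TFII expression vector driving the NGFI-A reporter; 0% = median of COUP-TF2 test wells and 100% = reporter-only cells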
Target sequence (P24468 whole entry, looked up): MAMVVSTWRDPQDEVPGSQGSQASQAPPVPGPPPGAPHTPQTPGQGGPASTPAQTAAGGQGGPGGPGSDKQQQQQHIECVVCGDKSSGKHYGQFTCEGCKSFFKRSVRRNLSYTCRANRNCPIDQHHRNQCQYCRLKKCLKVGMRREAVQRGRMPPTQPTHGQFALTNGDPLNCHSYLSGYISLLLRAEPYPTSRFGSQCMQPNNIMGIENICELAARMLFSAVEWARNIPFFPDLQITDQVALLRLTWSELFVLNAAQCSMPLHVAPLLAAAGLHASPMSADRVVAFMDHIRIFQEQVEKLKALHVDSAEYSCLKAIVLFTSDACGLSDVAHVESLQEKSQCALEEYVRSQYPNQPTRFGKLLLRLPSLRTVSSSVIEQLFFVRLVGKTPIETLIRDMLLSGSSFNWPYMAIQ
NOD2-RIPK2 inh = inhibitors of human NOD2-RIPK2 interaction; O43353; CHO BLA complementation NOD2-RIPK2, CCF4 ratio; inhibition, % at 4.98 µM; 0.38% of 360,000 active; AID 624267; in the data active = inhibition above about 21%;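 also: 0% = vehicle only and 100% = reference blocker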
NCOA1 inh = inhibits human SRC1 coactivator; Q15788; HEK293 GAL4-SRC1 luciferase reporter, luminescence; inhibition, % at 3.6 µM; 0.12% of 360,000 active; AID 588354;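 active = inhibition above the campaign mean plus 3 SD, with each screening campaign given its own cutoff, cut at about 60% in these data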;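 also: 0% = DMSO treated cells and 100% = gossypol at 36 µM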
TLR9-MyD88 block = blocks human TLR9 binding to MyD88 | Q9NR96+Q99836 | CHO BLA complementation TLR9-MyD88, CCF4 FRET ratio | inhibition, % at 4.98 µM | 0.21% of 340,000 active | AID 504734;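 active = inhibition above the mean over all tested compounds plus 3 SD, cut at about 21% in these data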;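 also: 0% = DMSO only wells and 100% = clavulanate BLA inhibitor control wells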
The depositor's hits bear a star; . = not tested or not shown.

1) C=CCC[C@@H](Cc1ccc(F)cc1)C(=O)O[C@H](CNC(=O)[C@@H](CC=C)CC(=O)N[C@H](CO)Cc1ccccc1)c1ccccc1
2) N#Cc1c(N2CCCC(O)C2)nc(N)c2c(N)nc3c(c12)CC(=O)N3C12CC3CC(CC(C3)C1)C2 (stereo not given)
3) CCN1/C(=C/c2ccc3cc(C)ccc3[n+]2CC)Sc2cc(C)ccc21
4) O=C(CN1CCOCC1)N/N=C/c1ccco1
5) CCc1ccccc1NC(=S)NCc1ccc2c(c1)OCO2
6) COc1ccc(OC)c(/C=N/NC(=O)c2ccc[n+](CC(=O)c3ccccc3)c2)c1
7) CCN1C(=O)[C@H]2[C@@H](c3ccc(-c4ccc(OC)cc4)c(OC)c3)N[C@@](Cc3ccccc3)(C(=O)OC)[C@H]2C1=O
8) CCOC(=O)c1cc(C(C)C)sc1NC(=O)COC(=O)CCS(=O)(=O)c1ccccc1

screen / no.	1	2	3	4	5	6	7	8
EBV LMP1 NFkB	2	-16	15	-8	10	1	1	4
MC4R antag cAMP	12	-8	-21	4	9	13	13	23
LRH-1 inv ag	-21	-11	57	-9	14	16	5	2
MC4R ag barr	1.9	2.0	6.4	-4.1	2.2	-3.6	-0.8	-2.5
NCOA3 inh	9	23	36	9	-4	4	7	2
NCOA2 inhibitor	8	-35	-18	-21	-8	.	2	29
ABHD5-PLIN5 inh	-9	8	14	2	-1	-6	8	4
NR2F2 inh	-2	9	63*	-12	2	.	-15	19
NOD2-RIPK2 inh	-6	9	16	-10	-2	-1	-4	0
NCOA1 inh	2	-8	20	-7	-19	-8	-1	1
TLR9-MyD88 block	-8	1	-13	10	5	-1	1	2

9) Cc1sc2nc(CSC(C)C(=O)Nc3ccc(C(N)=O)cc3)[nH]c(=O)c2c1C (stereo not given)
10) CC(/C=N/N1CCN(c2ccccn2)CC1)=C\c1ccccc1
11) O=C(Nc1ccncc1)c1cc(-c2ccccc2)nc2ccccc12
12) COc1ccc(Cn2c(=O)[nH]c3cc(C(=O)N4CCN(c5ccccc5F)CC4)ccc3c2=O)cc1
13) Cc1ccc(C(=O)NNC(=O)c2cccc(C)c2)cc1
14) Cc1cc2n(n1)C(c1ccc(N(C)C)cc1)Nc1ccccc1-2 (stereo not given)
15) Cc1ccc(-c2nnc(OCC3CCCO3)c3ccccc23)cc1 (stereo not given)
16) N#CC(c1ccc(=O)[nH]n1)c1ccc(Cl)cc1Cl (stereo not given)

screen / no.	9	10	11	12	13	14	15	16
EBV LMP1 NFkB	-6	-10	-2	3	-13	-14	7	1
MC4R antag cAMP	9	9	17	1	17	7	0	4
LRH-1 inv ag	-2	-36	23	17	-41	-3	-5	-1
MC4R ag barr	-2.2	1.8	9.3*	0.3	-2.0	-1.7	-0.9	-0.1
NCOA3 inh	-3	-37	12	1	-13	-1	-2	15
NCOA2 inhibitor	10	-49	-42	18	-2	-33	4	-8
ABHD5-PLIN5 inh	-7	-5	-2	1	-4	-2	3	4
NR2F2 inh	4	-21	1	7	-8	-54	8	-8
NOD2-RIPK2 inh	-2	-11	5	-15	0	0	1	-4
NCOA1 inh	-10	-110	8	-6	-31	-4	-11	4
TLR9-MyD88 block	16	2	9	-6	-4	7	3	9

17) O=C(COC(=O)c1ccc(S(=O)(=O)N2CCCC2)cc1)NCc1ccc(Cl)cc1
18) COCCOC(=O)C(CC(=O)O)NCc1ccco1 (stereo not given)
19) COc1ccc(-c2cnc3nc[nH]c(=O)c3n2)cc1
20) Cc1nc(N2CCOCC2)c2c(C)c(C(=O)Nc3ccccc3C(F)(F)F)sc2n1
21) Cc1cc(C(=O)Nc2cccc(C)c2C)c2ccccc2n1
22) COc1ccccc1-c1nnc(SCc2nc3ccccc3[nH]2)n1C
23) COc1ccc(N(CC(=O)NCc2cccs2)S(=O)(=O)c2ccc(F)cc2)cc1
24) CN(C)/C=N/c1cc(=O)[nH]c(=O)n1Cc1ccccc1

screen / no.	17	18	19	20	21	22	23	24
EBV LMP1 NFkB	-1	-7	2	-1	-6	1	-1	3
MC4R antag cAMP	3	-1	29*	-9	5	1	6	2
LRH-1 inv ag	22	-9	3	4	4	2	-5	4
MC4R ag barr	4.5	-0.5	1.5	-4.3	-0.6	-1.8	-1.4	-1.4
NCOA3 inh	19	-1	-12	1	5	-21	-11	-14
NCOA2 inhibitor	22	3	-10	14	-18	-1	7	-14
ABHD5-PLIN5 inh	5	-5	4	1	3	-8	4	9
NR2F2 inh	7	-1	4	15	15	2	-3	-2
NOD2-RIPK2 inh	-5	-5	-3	-3	-1	-7	-1	2
NCOA1 inh	-4	-3	-6	5	9	-1	-1	0
TLR9-MyD88 block	-2	4	-8	-3	2	7	-14	1

25) O=C(CCC(=O)N1CCOCC1)Nc1nnc(C2CCCCC2)s1
26) O=C(CSc1ccc(-c2ccccn2)nn1)NC1CCCC1
27) Cc1oc(-c2ccc(Cl)cc2)cc1C(=O)/C(C#N)=C/Nc1cccc(OC(F)(F)F)c1
28) CN(CCC#N)C(=O)CSc1nnc(-c2c[nH]c3ccccc23)o1
29) S=c1[nH]nc(-c2cccnc2)n1/N=C/C=C/c1ccccc1
30) O=C(Nc1ccccc1-c1ccccc1)c1ccc(Br)o1
31) CCN(c1ccccc1)S(=O)(=O)c1cc([N+](=O)[O-])ccc1N
32) COc1cccc(NC(=O)OCCN2CCN(Cc3ccccc3)CCC2=O)c1

screen / no.	25	26	27	28	29	30	31	32
EBV LMP1 NFkB	-10	-4	-10	0	4	11	-3	-2
MC4R antag cAMP	0	5	1	0	-4	1	3	4
LRH-1 inv ag	-6	1	4	-6	-6	-6	-25	10
MC4R ag barr	-1.5	0.2	-0.7	0.0	0.2	0.4	0.7	-1.1
NCOA3 inh	-6	8	5	-12	15	-1	20	-3
NCOA2 inhibitor	9	-24	-16	-44	3	-17	10	-13
ABHD5-PLIN5 inh	-12	-6	8	7	4	4	2	-2
NR2F2 inh	-8	-14	-19	-3	-6	6	6	-25
NOD2-RIPK2 inh	7	-11	-9	-13	-8	0	-3	-14
NCOA1 inh	-22	-1	-8	-19	-5	3	1	-6
TLR9-MyD88 block	-7	-5	3	1	4	-3	.	-3

33) CC(C)(C)OC(=O)C(Cl)(C(=O)OC(C)(C)C)c1ccc2nnnn2n1
34) Cn1cc(S(=O)(=O)Nc2ccc(Cl)cc2Cl)c(=O)n(C)c1=O
35) O=C1c2ccccc2C(c2nnnn2-c2ccc3c(c2)OCCO3)N1CCCN1CCOCC1 (stereo not given)
36) Cc1ccc(C(=O)NC(C)c2ccc(-n3ccnc3)cc2)cc1 (stereo not given)
37) Cc1csc(N2CCN(c3cc4nc(-c5ccncc5)[nH]c4cc3Cl)CC2)n1
38) Cc1ccccc1N1CCN(C(=O)CN2C(=O)c3ccccc3C2=O)CC1
39) O=C(CSc1cc(Cl)ccc1Cl)NCC(=O)Nc1ccc(F)c(F)c1F
40) CCCCNc1ncnc2c1nnn2Cc1ccccc1Cl

screen / no.	33	34	35	36	37	38	39	40
EBV LMP1 NFkB	1	4	.	-2	-1	-8	-6	2
MC4R antag cAMP	-24	1	.	5	-5	3	6	4
LRH-1 inv ag	8	-5	-9	17	18	-32	-5	-11
MC4R ag barr	1.6	-0.1	.	1.5	-0.1	-1.5	1.2	2.7
NCOA3 inh	-1	-20	.	-1	-9	-3	24	-4
NCOA2 inhibitor	20	-2	-8	9	3	-36	-18	-20
ABHD5-PLIN5 inh	-11	5	4	2	-15	-4	-1	3
NR2F2 inh	7	-15	-11	-5	9	-21	-2	-8
NOD2-RIPK2 inh	1	-5	-2	0	-7	7	-1	-3
NCOA1 inh	5	-9	.	7	-4	-8	-5	-16
TLR9-MyD88 block	-3	2	.	-8	-6	5	-3	-4

41) CC(Sc1nnc(CC(=O)Nc2ccccc2F)n1C)C(=O)Nc1nccs1 (stereo not given)
42) Cc1ccc(C)c(C(=O)CCC(=O)NNC(=O)c2cccs2)c1
43) Cc1ccc(S(=O)(=O)N2CCCNCC2)cc1
44) COC(=O)c1ccc(Nc2c([N+](=O)[O-])c(=O)oc3ccccc23)cc1

screen / no.	41	42	43	44
EBV LMP1 NFkB	-2	-6	1	4
MC4R antag cAMP	7	9	-4	-2
LRH-1 inv ag	-16	2	1	11
MC4R ag barr	0.3	-2.4	-0.7	-0.6
NCOA3 inh	-2	-9	4	9
NCOA2 inhibitor	5	3	-28	-31
ABHD5-PLIN5 inh	2	5	-1	1
NR2F2 inh	-6	11	7	-14
NOD2-RIPK2 inh	-3	6	0	-8
NCOA1 inh	13	0	0	-2
TLR9-MyD88 block	-1	-2	-7	2

5 entries already listed, ordered by count of non-hydrogen atoms, high to low.
37) Cc1csc(N2CCN(c3cc4nc(-c5ccncc5)[nH]c4cc3Cl)CC2)n1
38) Cc1ccccc1N1CCN(C(=O)CN2C(=O)c3ccccc3C2=O)CC1
39) O=C(CSc1cc(Cl)ccc1Cl)NCC(=O)Nc1ccc(F)c(F)c1F
42) Cc1ccc(C)c(C(=O)CCC(=O)NNC(=O)c2cccs2)c1
43) Cc1ccc(S(=O)(=O)N2CCCNCC2)cc1

screen / no.	37	38	39	42	43
EBV LMP1 NFkB	-1	-8	-6	-6	1
MC4R antag cAMP	-5	3	6	9	-4
LRH-1 inv ag	18	-32	-5	2	1
MC4R ag barr	-0.1	-1.5	1.2	-2.4	-0.7
NCOA3 inh	-9	-3	24	-9	4
NCOA2 inhibitor	3	-36	-18	3	-28
ABHD5-PLIN5 inh	-15	-4	-1	5	-1
NR2F2 inh	9	-21	-2	11	7
NOD2-RIPK2 inh	-7	7	-1	6	0
NCOA1 inh	-4	-8	-5	0	0
TLR9-MyD88 block	-6	5	-3	-2	-7

An excerpt. The share of hits here may be higher or lower than overall.
